Compound activity deposited in PubChem BioAssay by National Center for Advancing Translational Sciences (NCATS).
TbPYK inhibitor: T. brucei pyruvate kinase inhibition; TbPYK enzyme, Kinase-Glo Plus ATP luminescence, 45 min; Potency, µM (doses to about 76.8 µM), for the others: at the highest dose activity, negative = inhibition, usual class: inhibitors; 410,000 tested, 0.12% active; also: potency is read from the fitted curve at half-maximal effect; % is scaled to controls: 0 for no effect and ±100 for the full control effect; nearly all actives have a fitted effect of over 50% in size
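Activity of T. brucei pyruvate kinase was followed by Kinase-Glo Plus luminescence after the enzyme reacted 45 min at room temperature with 130 uM ADP (final) and substrate. Test compounds were added before ADP at multiple concentrations.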
Pf growth 48h: inhibits P. falciparum growth in the first generation, 48 h; P. falciparum luciferase growth in erythrocytes, 48 h; Potency, µM (doses to about 28.7 µM), for inactives: at the highest dose activity change, negative = inhibition, hits mostly inhibitors; 310,000 tested, 5.9% active; also: potency is read from the fitted curve at half-maximal effect; % is scaled to controls: 0 for no effect and ±100 for the full control effect
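First compound was added to culture medium, then infected red cells at 0.1% parasitemia and 2% hematocrit (final). After incubation at 37 C under 5% CO2, luciferase detection reagent was dispensed and light output recorded.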
LmPK inh: blocks Leishmania mexicana pyruvate kinase activity | purified LmPK, Kinase-Glo ATP luminescence, 1 h | Potency, µM (top dose mostly 57.5 µM), without a hit: at the top dose activity change, negative = inhibition, usual class: inhibitors | 290,000 tested, 0.37% active; also: potency is read from the fitted curve at half-maximal effect; % is scaled to controls: 0 for no effect and ±100 for the full control effect
Target sequence (Q27686 whole entry, looked up): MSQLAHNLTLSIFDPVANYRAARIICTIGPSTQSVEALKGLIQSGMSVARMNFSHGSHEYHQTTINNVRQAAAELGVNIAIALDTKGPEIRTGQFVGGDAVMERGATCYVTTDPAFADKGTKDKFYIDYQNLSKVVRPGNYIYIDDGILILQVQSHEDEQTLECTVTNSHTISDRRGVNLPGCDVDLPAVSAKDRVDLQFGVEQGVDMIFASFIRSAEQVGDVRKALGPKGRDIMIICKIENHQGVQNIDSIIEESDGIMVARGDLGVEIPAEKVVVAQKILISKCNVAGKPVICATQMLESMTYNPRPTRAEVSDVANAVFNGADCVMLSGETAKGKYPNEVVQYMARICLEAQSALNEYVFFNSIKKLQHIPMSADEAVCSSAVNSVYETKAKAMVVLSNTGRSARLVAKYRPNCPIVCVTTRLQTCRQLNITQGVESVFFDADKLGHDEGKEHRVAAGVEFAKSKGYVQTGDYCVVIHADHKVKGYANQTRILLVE
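Kinase-Glo luminescence read after 1 h RT reaction of 0.1 nM LmPK with 0.5 mM PEP and 0.1 mM ADP. Activity scaled between uninhibited and enzyme-free controls.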
CHX counter: affects cycloheximide protein synthesis inhibition readout, counter-screen; max response, %; 300,000 tested, 12% active; cell reporter, cycloheximide protein synthesis inhibition counterscreen; in the data active = max response mostly above about 13%, no sharp cut-off; inactive = mostly below about 14%; also: read at 38.3 µM for the half of the compounds with a filed dose; 0% is about no effect
Pf growth 96h: P. falciparum growth inhibition at 96 hours. P. falciparum luciferase reporter growth, 96 h. 320,000 tested, 6.9% active. AID 504834. Potency, µM (highest dose often 28.7 µM), inactives show top-dose activity change, negative = inhibition, actives largely listed as inhibitors; also: potency is read from the fitted curve at half-maximal effect; % is scaled to controls: 0 for no effect and ±100 for the full control effect
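Delayed-death screen, second-generation endpoint: infected erythrocytes, 2% hematocrit, 0.05% parasitemia final; 96 hours at 37 C, 5% CO2; luciferase detection reagent; luminescence decrease equals reduced growth.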
Shiga inhibitor: Shiga toxin inhibition; inhibition, % at 38.7 µM; 290,000 tested, 9.2% active; Vero cells, Shiga toxin protein synthesis inhibition reporter; in the data active = inhibition mostly above about 28%, no sharp cut-off; inactive = mostly below about 43%; also: 0% is about no effect
HCV inhibitor: blocks hepatitis C virus; AID 651820; Potency, µM (top dose mostly 41.8 µM), inactives show at the top dose activity change, negative = inhibition, most hits filed as inhibitors; Huh7.5.1 HCVcc-Cre infection, luciferase reporter, 44 h; 340,000 tested, 3.4% active; also: potency is read from the fitted curve at half-maximal effect; % is scaled to controls: 0 for no effect and ±100 for the full control effect
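Reporter virus HCVcc-Cre (~0.5 moi) infects cells exposed to compound; seeding density 1,000 cells/well with 4 h settling beforehand. Luminescence, 15 sec read, taken 44 h post-infection following a 15 min RT substrate incubation.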
* marks the source's active call; other numbers are inactive results; ? = inconclusive; · = no result given; + = active, no number; & = joins results of further samples; [ ] = remark or other dose. Unless noted, calls follow the shape of the dose curve; as a rule, active = well fitted curve in the direction sought with a large enough effect; inconclusive = small, poorly fitted or top-dose-only effect, or another doubt; inactive = no such curve, though single readings can be large; an effect the other way counts as inactive or inconclusive.

(1) COc1ccc(C2CC(c3ccccc3)=NN2C(=O)COC(=O)COc2ccccc2)cc1 (configuration not stated)
(2) COC(=O)c1c(NC(=O)COC(=O)c2ccc(NC(=O)CC#N)cc2)sc2c1CCCCC2
(3) CCOc1ccc(CCNC(=O)C2CC(=O)N(Cc3ccc(OC)cc3)C2)cc1OCC (configuration not stated)
(4) Cc1nn(-c2ccccc2)c(C)c1NC(=O)CCl
(5) Cc1nc(NC(=O)CSc2nc3cccnc3n2Cc2ccccc2)sc1C
(6) COc1ccc(OCC(=O)NC2CCCCCCC2)cc1
Compound	1	2	3	4	5	6
TbPYK inhibitor	-3%	2%	17%	1%	6%	-10%
Pf growth 48h	-1%	-5%	11%	4.7µM*	?	43%[activator]
LmPK inh	4%	1%	1%	-1%	0%	-5%
CHX counter	3	-1	12	17	-5	27*
Pf growth 96h	24%	18%	?	3.7µM*	·	-4%
Shiga inhibitor	31	-6	10	17	18	42*
HCV inhibitor	8%	?	?	-15%	?	13%

(7) COc1ccc(Cc2nnc(SCC(=O)Nc3ccc(N4CCOCC4)cc3)n2C)cc1
(8) Cc1ccc(/C(N)=N/OC(=O)Cc2ccccc2)cc1
(9) Cc1ccccc1N1CCN(S(=O)(=O)Cc2ccccc2)CC1
(10) CC(=O)Nc1ccc(CN2CCN(Cc3ccc(F)c(F)c3)C(CCO)C2)cc1 (configuration not stated)
(11) COc1cc2c(cc1OC)CN(C(=O)NS(=O)(=O)c1ccc(C)cc1)CC2
(12) Nc1nc(-c2cc(Cl)cc(Cl)c2OC(F)F)cs1
Compound	7	8	9	10	11	12
TbPYK inhibitor	0%	-6%	2%	-1%	-2%	0%
Pf growth 48h	?	103%[activator]	0%	1%	?	22%
LmPK inh	2%	-5%	8%	4%	-1%	-17%
CHX counter	8	53*	14	-1	-1	-2
Pf growth 96h	0%	6%	?	-18%	0%	9%
Shiga inhibitor	27	54*	27	-6	-17	-6
HCV inhibitor	6%	12%	?	-5%	13%	-1%

Compound profiles, from the list above:
Cc1ccccc1N1CCN(S(=O)(=O)Cc2ccccc2)CC1 across the screens: TbPYK inhibitor: 2%; Pf growth 48h: 0%; LmPK inh: 8%; CHX counter: 14; Pf growth 96h: ?; Shiga inhibitor: 27; HCV inhibitor: ?
COc1ccc(Cc2nnc(SCC(=O)Nc3ccc(N4CCOCC4)cc3)n2C)cc1 across the screens: TbPYK inhibitor: 0%; Pf growth 48h: ?; LmPK inh: 2%; CHX counter: 8; Pf growth 96h: 0%; Shiga inhibitor: 27; HCV inhibitor: 6%

Seven entries from above, arranged by formula weight, lowest first:
(8) Cc1ccc(/C(N)=N/OC(=O)Cc2ccccc2)cc1
(6) COc1ccc(OCC(=O)NC2CCCCCCC2)cc1
(12) Nc1nc(-c2cc(Cl)cc(Cl)c2OC(F)F)cs1
(9) Cc1ccccc1N1CCN(S(=O)(=O)Cc2ccccc2)CC1
(11) COc1cc2c(cc1OC)CN(C(=O)NS(=O)(=O)c1ccc(C)cc1)CC2
(3) CCOc1ccc(CCNC(=O)C2CC(=O)N(Cc3ccc(OC)cc3)C2)cc1OCC (configuration not stated)
(7) COc1ccc(Cc2nnc(SCC(=O)Nc3ccc(N4CCOCC4)cc3)n2C)cc1
Compound	8	6	12	9	11	3	7
TbPYK inhibitor	-6%	-10%	0%	2%	-2%	17%	0%
Pf growth 48h	103%[activator]	43%[activator]	22%	0%	?	11%	?
LmPK inh	-5%	-5%	-17%	8%	-1%	1%	2%
CHX counter	53*	27*	-2	14	-1	12	8
Pf growth 96h	6%	-4%	9%	?	0%	?	0%
Shiga inhibitor	54*	42*	-6	27	-17	10	27
HCV inhibitor	12%	13%	-1%	?	13%	?	6%

Next section.
(13) NC(=O)c1ccccc1OCC(=O)NS(=O)(=O)c1ccc(Cl)cc1
(14) CCCCn1c(-c2csc(C(C)C)c2)n[nH]c1=S
(15) COc1ncnc2sc3c(c12)CCCC3
(16) COc1cc(C(=O)NCCOC(=O)c2cccc(N(C)C)c2)cc(OC)c1OC
(17) COC(=O)/C(=C\C(=O)c1ccccc1)Nc1ccc(OC)cc1
(18) N/C(=N\N=C/c1ccc(-c2ccc(O)c(C(=O)O)c2)o1)N[N+](=O)[O-]
Compound	13	14	15	16	17	18
TbPYK inhibitor	2%	?	-2%	-12%	-3%	?
Pf growth 48h	-3%	3%	35%[activator]	?	110%[activator]	8%
LmPK inh	6%	?	-1%	6%	1%	-8%
CHX counter	-1	2	-1	-1	50*	-2
Pf growth 96h	·	42%[activator]	0%	?	127%[activator]	41%[activator]
Shiga inhibitor	-8	7	-13	-2	58*	-17
HCV inhibitor	15%	13%	3%	?	12%	4%

(19) COc1c(C)cc(C(=O)C2CCCN(Cc3cccc(O)c3)C2)cc1C (configuration not stated)
(20) O=c1[nH]c2ccccc2[n+]([O-])c1-c1ccccc1
(21) CCOC(=O)CC1COCCN1Cc1cn(C)nc1-c1ccccc1F (configuration not stated)
(22) NC(=O)C1CCN(c2nnnn2-c2ccccc2)CC1
(23) COc1cccc(OC)c1OC(=O)/C=C/c1ccc(C)o1
(24) Cc1nc2ccccc2n1C1CCN(C(=O)Nc2ccccc2)CC1
Compound	19	20	21	22	23	24
TbPYK inhibitor	4%	-2%	0%	-18%	0%	0%
Pf growth 48h	12µM*	10%	24%	·	-1%	?
LmPK inh	-3%	3%	9%	-1%	0%	-1%
CHX counter	-3	8	1	-3	-5	-2
Pf growth 96h	1%	16%	-30%	1%	2%	17%
Shiga inhibitor	-1	18	13	-8	-3	23
HCV inhibitor	13µM*	25%	-1%	5%	4%	?

(25) COc1ccc(CC(=O)Nc2ccccc2C(=O)N2CCCC2)cc1
(26) N#Cc1ccccc1OCC(=O)N1CCN(C(=O)c2ccco2)CC1
(27) CCN(CC)S(=O)(=O)c1ccc(N2CCCCC2)c(NC(=O)C2=COCCO2)c1
(28) Cn1nc(CC(=O)Nc2cccnc2N2CCOCC2)c2ccccc2c1=O
(29) COc1ccc(N2CCN(S(=O)(=O)CCNC(=O)CCCc3ccccc3)CC2)cc1
(30) O=C(NC(=S)NC1CCCc2ccccc21)c1ccco1 (configuration not stated)
Compound	25	26	27	28	29	30
TbPYK inhibitor	-2%	-3%	-12%	·	-9%	5%
Pf growth 48h	19%	-2%	1.9µM*	6%	?	?
LmPK inh	2%	0%	·	-1%	·	1%
CHX counter	-2	-4	·	-9	·	-5
Pf growth 96h	10%	-4%	1.5µM*	0%	-13%	?
Shiga inhibitor	7	-4	·	-17	·	13
HCV inhibitor	10%	17%	?	·	21%	?

(31) CC(O)C1CCC2C3CC[C@H]4CC(O)CCC4(C)C3CC3(OCCO3)C12C (some centres not stated)
(32) O=C(/C=C/c1ccc(OCCCF)cc1)NCc1ccc(Cl)cc1
(33) CN(C)c1cccc(C(=O)NCc2ccccc2Cl)c1
(34) CC1CCCCC1NC(=O)C1CCN(S(=O)(=O)c2cccc3nsnc23)CC1 (configuration not stated)
(35) O=C(Oc1cccc2c(O)cccc12)c1ccccc1
(36) COc1ccc(Cl)cc1NC(=O)CN(C)CC(=O)Nc1ccccc1-c1ccccc1
Compound	31	32	33	34	35	36
TbPYK inhibitor	1%	1%	1%	5%	4%	-8%
Pf growth 48h	-6%	-21%	24%	-3%	-10%	?
LmPK inh	-1%	-1%	3%	-2%	6%	0%
CHX counter	-3	-1	19*	-4	7	-4
Pf growth 96h	-24%	?	7%	·	?	12µM*
Shiga inhibitor	4	-8	45	-11	29	12
HCV inhibitor	5%	9%	0%	8%	-10%	?

(37) O=C(c1ccncc1)N1N=C2CCCCCC2C1(O)C(F)(F)F (configuration not stated)
(38) CCOc1ccccc1C(=O)OC(C)C(=O)Nc1ccc(S(=O)(=O)N2CCCC2)cc1 (configuration not stated)
(39) O=C(O)CSc1nnc2n(-c3ccccc3)c(=O)c3ccccc3n12
(40) CC(C)CNC(=O)CCc1c[nH]c2ccccc12
(41) Cc1cnccc1CN(C)Cc1cn(C)nc1-c1cccc(Cl)c1
(42) Cc1ccc(C)c(NC(=O)CN(C)C(C)C(=O)N2CC(C)CC(C)C2)c1 (configuration not stated)
Compound	37	38	39	40	41	42
TbPYK inhibitor	-24%	0%	0%	-8%	-9%	-1%
Pf growth 48h	9%	?	1%	?	?	?
LmPK inh	-1%	·	6%	0%	8%	·
CHX counter	7	·	-3	4	-3	·
Pf growth 96h	1%	5%	0%	-6%	20%	-25%
Shiga inhibitor	38	·	1	-27	-9	·
HCV inhibitor	18%	?	25%	1%	-12%	14%

(43) O=S(=O)(Nc1ccc(S(=O)(=O)Nc2nccs2)cc1)c1ccc(Br)cc1
(44) COC(=O)/C(=C/Nc1ccccc1)[N+](=O)[O-]
(45) CCCCCCOC(=O)C[N+](C)(C)CCOC1CC2CCC1(C)C2(C)C (configuration not stated)
(46) C=CCOc1ccccc1CN1CCC(Oc2cc(C(=O)NC3CC3)ccc2OC)CC1
(47) N#CC(C(=O)c1ccco1)c1ccccn1 (configuration not stated)
(48) Cc1ccc(S(=O)(=O)N2CCOCC2)cc1C(=O)OCC(=O)NC1CCS(=O)(=O)C1 (configuration not stated)
Compound	43	44	45	46	47	48
TbPYK inhibitor	1%	1%	-5%	11%	-4%	-9%
Pf growth 48h	14%	15%	1.7µM*	?	60%[activator]	1%
LmPK inh	-3%	0%	-6%	-4%	-4%	-6%
CHX counter	-2	-3	19*	-3	17*	9
Pf growth 96h	?	·	0.74µM*	0%	2%	23%
Shiga inhibitor	-8	4	17	-9	26	15
HCV inhibitor	8%	-14%	3%&15%	-13%	11%	15%

(49) CCN(CC(=O)NCc1ccc(Cl)cc1)C(=O)c1ccc(S(=O)(=O)NCc2ccco2)cc1
(50) COc1cc(/C=N/NC(=O)c2ccc(Cl)c(S(N)(=O)=O)c2)ccc1OCC(N)=O
(51) CCOc1ccc(NC(=O)N2CCC(c3nc4ccccc4[nH]3)CC2)cc1
(52) CCCC(=O)Nc1ccc(NC(=O)c2ccco2)c(OC)c1
(53) CCOc1ccc2oc(C(=O)OC(C(=O)NC(N)=O)C(C)C)c(C)c2c1 (configuration not stated)
(54) O=C(CCCOc1ccccc1)NCCc1ccccc1
(55) Cc1ccc(NC(=O)C(=O)NNC(=O)c2ccccc2C)cc1Cl
Compound	49	50	51	52	53	54	55
TbPYK inhibitor	-5%	2%	-5%	-17%	-1%	9%	2%
Pf growth 48h	-10%	26%	23%	151%[activator]	4%	117%[activator]	7%
LmPK inh	-6%	5%	4%	-7%	4%	5%	3%
CHX counter	59*	-2	4	28*	11	14*	-3
Pf growth 96h	4%	-11%	?	?	15%	?	75%[activator]
Shiga inhibitor	67*	-9	18	+	20	29	-5
HCV inhibitor	-13%	-11%	-6%	?	-8%	7%	2%
